From PubChem BioAssay
TbREL1 inh = TbREL1 inhibition, primary screen; TbREL1 RNA ligation, FRET fluorescence; inhibition, % at 9.66 µM; 0.49% of 89,000 active; AID 1117264;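 active = inhibition above the mean inhibition across all screened compounds plus 3 SD, cut at about 11% in these data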;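 also: 0% = plate median of test wells and 100% = NSC42067 control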
* = called active by the depositor. Some of the compounds tested; count on the stated rates, not on these rows.

Sample of the layout:
For NC(=O)c1cccc(-c2cc(Nc3ccc(OC(F)(F)F)cc3)ncn2)c1 the results were TbREL1 inh 0.
For C/C=C(/C)C(=O)O[C@@H]1c2c(ccc3ccc(=O)oc23)OC(C)(C)[C@@H]1OC(=O)/C(C)=C\C the results were TbREL1 inh -1.

Results, from the first entry:
For NC(=O)c1cccc(-c2cc(Nc3ccc(OC(F)(F)F)cc3)ncn2)c1 the results were TbREL1 inh 0.
For C/C=C(/C)C(=O)O[C@@H]1c2c(ccc3ccc(=O)oc23)OC(C)(C)[C@@H]1OC(=O)/C(C)=C\C the results were TbREL1 inh -1.
`CN1CCN(CCC(=O)N2c3ccccc3Sc3ccc(C(F)(F)F)cc32)CC1` gave TbREL1 inh 1.
